Mot1-301 SUMO – SUMOylation pathway inhibition by Mot1-301 growth rescue | growth rescue, % at 18.8 µM | AID 2716 | S. cerevisiae Mot1-301 growth rescue, ATP luminescence, 38.5C; percent above DMSO median, 100 means doubled | hit rate 1% among 320,000;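 active = every valid replicate shows activation above 250% relative to neutral control wells; inactive = the rest, any valid replicate at or below 250%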;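 note: OY570 slx delta 5 strain wells were the positive control but not used for scaling; some compounds called inactive have numbers as strong as hits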
E coli growth – counter-screen for AddAB inhibitors: E. coli growth inhibition; E. coli V3065 growth, OD600 absorbance, 18 h; inhibition, % at 11.9 µM; hit rate 0.27% among 330,000; AID 449728;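 active = inhibition above the campaign's mean inhibition across all tested compounds plus 3 SD, cut at about 9.9% in these data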;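 note: uninfected addAB+ strain grown without phage in ampicillin broth; 0% = DMSO wells and 100% = ciprofloxacin 0.95 µg/ml wells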
PKA-R1A activ – PKA-R1A complex activation | AID 504707 | P00514+P68181 | hit rate 0.083% among 340,000 | activation, % at 11.4 µM | PKA-R1A dissociation, Cy5-IP20 fluorescence polarization; scaled: DMSO 0%, 113 µM cGMP 100%;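 active = percent activation above the mean of all tested compounds plus 3 SD, cut at about 19% in these data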;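 note: higher means more PKAc released from R1A so a rise in polarization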
CDK5 p35 inh – blocks human CDK5/p35 kinase activity; AID 488839; Q00535+Q15078; Recombinant CDK5/p35, ADP-Glo luminescence, 60 min; inhibition, % at 10 µM; hit rate 0.01% among 330,000;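 active = highest replicate inhibition of at least 50% and at least 75% of replicates reaching 50%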;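 note: plate controls were DMSO neutral control for no effect and GW8510 at 10 µM for full effect; many of its hits are not listed in these tables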
Tat export inh – inhibitors of E. coli Tat protein transport | E. coli MC4100 TorA-mCherry Tat export, fluorescence | inhibition, % at 10 µM | hit rate 0.036% among 340,000;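 active = mean replicate inhibition at least 50% and at least half of replicates individually reaching 50%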;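 note: exported cargo escapes ClpAP degradation while cytoplasmic cargo is degraded and loses fluorescence; 0% = median of neutral control wells and 100% = median of NaSCN control wells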
HTR5A inv ag – inverse agonist of human HTR5A in OPRM1-OPRD1 counter-screen. P47898. HTR5A cell line, luminescence, inverse agonism. inhibition, % at 9.3 µM. hit rate 0.083% among 340,000. AID 504634; in the data active = inhibition mostly above about 23%, no sharp cut-off; inactive = mostly below about 18%;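 note: 0% = cells with DMSO and 100% = no-cell wells with DMSO; some compounds called inactive have numbers as strong as hits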
PKA-R2B activ – activates the human PKA-R2B holoenzyme complex. PKA-R2B holoenzyme dissociation, Cy5-IP20 fluorescence polarization; R2B truncated from residue 108, S112A mutant; 0% DMSO only, 100% 113 µM cGMP. activation, % at 11.4 µM. hit rate 0.079% among 340,000. AID 504700;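 active = activation above a cutoff set at the mean over all compounds plus 3 SD, cut at about 18% in these data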;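 note: higher means more holoenzyme dissociation and a rise in polarization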
Target sequence (P31323 whole entry, looked up, other chains not shown, the tested form may be a part): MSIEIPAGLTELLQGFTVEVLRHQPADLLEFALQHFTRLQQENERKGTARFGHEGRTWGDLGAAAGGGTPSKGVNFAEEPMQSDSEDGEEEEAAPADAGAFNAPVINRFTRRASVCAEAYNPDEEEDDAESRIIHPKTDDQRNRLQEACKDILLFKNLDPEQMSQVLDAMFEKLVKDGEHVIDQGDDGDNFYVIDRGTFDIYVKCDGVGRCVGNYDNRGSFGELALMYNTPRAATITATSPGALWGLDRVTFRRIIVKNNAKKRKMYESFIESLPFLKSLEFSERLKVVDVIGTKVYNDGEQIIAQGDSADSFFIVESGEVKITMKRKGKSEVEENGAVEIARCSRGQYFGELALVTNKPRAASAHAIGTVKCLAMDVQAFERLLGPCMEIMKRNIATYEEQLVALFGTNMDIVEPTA
phage Ecoli inh – E. coli growth loss with phage present. inhibition, % at 11.9 µM. growth absorbance. hit rate 0.26% among 360,000. AID 651602; in the data active = inhibition above about 11%
DAGLB inh – blocks human DAGLB lipase activity; inhibition, % at 5.17 µM; hit rate 0.059% among 340,000; HEK293T DAGLB membrane lysate, EnzChek fluorogenic substrate; AID 504411; Q8NCG7; in the data active = inhibition above about 34%;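 note: 0% = enzyme with vehicle and 100% = wells lacking enzyme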
Target sequence (Q8NCG7 whole entry, looked up): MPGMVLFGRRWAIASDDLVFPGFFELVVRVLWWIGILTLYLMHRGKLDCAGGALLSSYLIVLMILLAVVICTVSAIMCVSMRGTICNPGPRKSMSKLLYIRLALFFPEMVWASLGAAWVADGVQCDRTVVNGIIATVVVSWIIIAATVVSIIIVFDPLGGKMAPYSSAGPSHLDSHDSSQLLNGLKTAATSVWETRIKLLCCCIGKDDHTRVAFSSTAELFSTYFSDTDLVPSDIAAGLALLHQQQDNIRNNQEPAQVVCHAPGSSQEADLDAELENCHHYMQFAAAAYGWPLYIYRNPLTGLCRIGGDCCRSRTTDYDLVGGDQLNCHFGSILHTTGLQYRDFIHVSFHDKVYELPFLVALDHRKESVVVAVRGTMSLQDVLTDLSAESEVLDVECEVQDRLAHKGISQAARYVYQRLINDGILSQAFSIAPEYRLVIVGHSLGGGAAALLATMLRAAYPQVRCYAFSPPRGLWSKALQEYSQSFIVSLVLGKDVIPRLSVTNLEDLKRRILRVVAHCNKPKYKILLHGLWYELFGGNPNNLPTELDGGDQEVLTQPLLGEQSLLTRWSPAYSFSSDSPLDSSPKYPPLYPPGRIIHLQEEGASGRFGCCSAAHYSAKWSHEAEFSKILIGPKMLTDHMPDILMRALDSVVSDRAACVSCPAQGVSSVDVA
HTR5A ag – HTR5A agonism, opioid heterodimer counter-screen; activation, % at 9.3 µM; hit rate 0.61% among 340,000; P47898; HTR5A agonist assay, luminescence, cell-based; in the data active = activation mostly above about 9.5%, no sharp cut-off; inactive = mostly below about 7.6%;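 note: 0% = cells with vehicle only and 100% = reference agonist; strong numbers were not always called active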
AddAB inh – less growth of phage-infected E. coli with AddAB. AID 435030. E. coli expressing H. pylori AddAB, absorbance growth. inhibition, % at 11.9 µM. hit rate 0.29% among 330,000; in the data active = inhibition above about 12%;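 note: 0% = vehicle wells of infected cells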
* hit, by the source's call; nt = not tested or not shown.

Values run as follows: Mot1-301 SUMO | E coli growth | PKA-R1A activ | CDK5 p35 inh | Tat export inh | HTR5A inv ag | PKA-R2B activ | phage Ecoli inh | DAGLB inh | HTR5A ag | AddAB inh
> CCOC(=O)C1=C(C)OC(N)=C(C#N)C1c1ccc(C)o1 (stereo not drawn)
→ -11 | -0.4 | 4 | -6.2 | -3 | 0 | 7 | 0.2 | -2 | 11 | 3.0
> O=C(COC(=O)C1CCN(c2ccc(C(F)(F)F)cn2)CC1)Nc1ncc(Cl)cc1Cl
→ 13 | -2.1 | 1 | -0.3 | 1 | 23 | -6 | -1.5 | -3 | -2 | 0.1
> O=C(CN(C(=O)CNC(=O)c1cccs1)c1cccc(F)c1)NC1CCCCC1
→ -24 | -0.1 | 7 | -2.4 | -9 | -4 | 0 | -0.1 | -5 | 10 | 4.6
> Cc1cc2ccccc2n1CCNC(=O)C1CCCC1
→ -22 | 0.0 | 2 | -1.0 | -8 | -4 | 2 | 0.7 | 2 | 2 | 5.6
> COc1ccc(OCC(=O)Nc2ccc(NC(=O)c3ccco3)cc2)cc1
→ 54 | 1.8 | -14 | 0.8 | 2 | -9 | -2 | 0.8 | -3 | 3 | 2.7
> O=C(c1cccc(F)c1)N1CCC(N2CCCCCC2)CC1
→ 3 | -2.4 | -5 | -0.4 | -6 | 12 | -5 | -0.6 | 1 | -5 | -0.5
> CCCC/C(O)=C1\C(=O)CC(C)(C)CC1=NCCCCCC(=O)O
→ -21 | -1.0 | -10 | 0.5 | -7 | -17 | -12 | 0.9 | 0 | 6 | 2.9
> COc1ccc(CN(C(=O)Cc2c[nH]c3ccccc23)C(C(=O)NC2CCCCC2)c2ccc(C)o2)cc1 (stereo not drawn)
→ -7 | -3.2 | -8 | -0.5 | 8 | 8 | -3 | 4.0 | -6 | -5 | -3.1
> C/C(=N\NC(=O)c1nnn(-c2nonc2N)c1CN(C)c1ccccc1)c1cccnc1
→ 154 | -1.1 | -9 | 0.9 | 8 | -15 | -1 | 2.1 | -1 | 4 | 2.2
> CCOc1ccccc1N1CN(CC)CNC1=S
→ 355* | 2.5 | 5 | -0.1 | 0 | 16 | 1 | 0.8 | 0 | 0 | -3.4
> NC(=O)c1c(N)sc(=S)n1-c1ccccc1
→ 7 | -1.6 | 8 | -0.1 | -2 | 9 | 3 | 0.9 | 1 | -4 | 0.3
> COc1ccc(NC(=O)CN(c2ccc(F)cc2)S(=O)(=O)c2ccccc2)c(OC)c1
→ -1 | 0.3 | -8 | -0.1 | 8 | 9 | -14 | 3.2 | -2 | -3 | 1.0
> Fc1ccccc1NC(=S)NCCc1cccc(Cl)c1
→ 9 | nt | -1 | 1.2 | -2 | -11 | -9 | 4.0 | -3 | 5 | nt
> Cc1ccccc1C#N
→ 26 | 0.5 | 5 | -0.7 | 4 | -15 | -8 | 2.0 | -2 | 4 | 2.5
> C=CC(C)n1c(Br)nc2c1c(=O)[nH]c(=O)n2C (stereo not drawn)
→ 27 | 0.3 | -11 | -9.0 | 21 | 1 | -6 | 1.9 | 3 | 4 | 1.1
> CCN1C(=O)/C(=C\N2CCCc3ccccc32)SC1=S
→ -5 | -0.8 | 7 | 0.2 | -2 | 9 | -11 | 3.4 | -2 | -7 | 0.2
> CC(=O)N1CCN(c2ccc(NC(=O)c3ccc(Cl)cc3)cc2)CC1
→ -4 | 1.1 | -5 | 0.7 | 7 | -4 | 3 | 1.0 | -1 | 1 | 1.7
> CCOc1cccc(-c2c(C(=O)N/N=C(\C)c3cccnc3)nnn2-c2nonc2N)c1
→ -2 | 0.8 | -2 | 3.9 | -8 | 3 | -1 | 0.3 | -1 | -1 | 1.2
> O=C(Nc1ccc2c(c1)OCO2)C1CCCN(S(=O)(=O)Cc2ccccc2)C1 (stereo not drawn)
→ 6 | 1.9 | -12 | 0.4 | 8 | -1 | -10 | 3.1 | 0 | 1 | -1.5
> CC(=O)Nc1ccc(S(=O)(=O)NCc2ccc(C)n2C)cc1
→ -9 | -1.1 | 8 | 1.0 | -2 | 8 | -3 | 0.6 | 1 | 3 | -0.2
> CCOC(=O)/C(=C/c1c(C)n(C)c2ccc([N+](=O)[O-])cc12)C(C)=O
→ 929 | 3.1 | -3 | 0.4 | -2 | 2 | 3 | 2.6 | 4 | -7 | 2.1
> COc1ccc(-c2nnc3sc(CN4C(=O)c5ccccc5C4=O)nn23)cc1
→ 10 | -0.2 | 10 | 1.2 | -2 | -1 | 0 | 2.2 | -2 | -4 | 0.2
> Cc1ccc(CCNC(=O)C2CCCN(c3nc4ccccc4o3)C2)cc1 (stereo not drawn)
→ -6 | -0.7 | -10 | -1.2 | -5 | -23 | -12 | 0.8 | -1 | -2 | 1.8
> COc1ccc(CCN(CC(=O)NC2CCCC2)C(=O)CCC(=O)Nc2cc(C)on2)cc1OC
→ nt | 1.8 | 2 | 1.4 | -5 | -2 | 8 | 3.3 | -1 | 1 | -3.3
> NS(=O)(=O)c1cccc(NC(=O)Cc2ccc(Cl)c(Cl)c2)c1
→ -10 | -2.7 | 9 | -11 | 4 | 5 | -2 | 0.0 | -3 | -2 | -3.7
> O=C(COc1ccc2ccccc2c1)N1CCCC1
→ -1 | -0.2 | -8 | -2.7 | 1 | 29 | -11 | 3.5 | -2 | -1 | 3.5
> Cc1ccc(/C=N\NC(=O)COc2ccc(C)cc2[N+](=O)[O-])cc1
→ nt | 2.6 | -10 | -0.4 | -3 | 6 | -8 | 2.0 | -3 | -3 | 1.4
> COc1ccc(C(=O)NNC(=O)Cc2nc3ccccc3n2C)cc1
→ -26 | -3.0 | -10 | -2.3 | -5 | 1 | -3 | -0.3 | 0 | 0 | -3.2
> Cc1ccc(C(=O)Oc2cc(-c3ccccc3)no2)cc1
→ 15 | 2.2 | -14 | 1.8 | 3 | 4 | 0 | 2.4 | -3 | 8 | 1.7
> CCOC(=O)c1c(NC(=O)/C=C/C(=O)O)sc(C)c1-c1ccc(F)cc1
→ -4 | 0.8 | -9 | 1.0 | -17 | 2 | 0 | 3.3 | 11 | 2 | -2.7
> O=C(O)c1cnn2c(-c3ccccc3)ccnc12
→ -7 | 3.1 | 2 | -0.9 | 6 | -35 | -6 | 0.4 | -1 | 5 | 4.2
> N#CC1CCN(c2ncccc2[N+](=O)[O-])CC1
→ -9 | 1.1 | nt | 0.3 | -12 | nt | nt | 1.2 | nt | nt | 1.2
> CCCNc1cc(=S)nc(N)[nH]1
→ -11 | -0.3 | -7 | 4.2 | -1 | -4 | -6 | -0.8 | 0 | 2 | 3.5
> COC(=O)c1c(NC(=O)Cn2cc([N+](=O)[O-])cn2)sc2c1CCC2
→ 3 | -2.1 | 5 | 0.1 | 3 | 5 | 4 | 2.4 | -3 | -1 | 2.6
> O=C(COC(=O)c1ccccn1)Nc1nc(-c2cccc([N+](=O)[O-])c2)cs1
→ -15 | -0.3 | 2 | 0.1 | 1 | 1 | -1 | -1.1 | -1 | 0 | 1.8
> O=C1C2C3c4ccccc4C(c4ccccc43)C2C(=O)N1/N=C/c1cccc(O)c1 (stereo not drawn)
→ 8 | 1.0 | -1 | -1.2 | 0 | 1 | -7 | -1.9 | -3 | 3 | 0.3
> Cc1ccc(S(=O)(=O)N2CCC(C(=O)NCC3CC3)CC2)cc1
→ -14 | -1.4 | 2 | 2.7 | -1 | -24 | -8 | 0.6 | 0 | 8 | 0.9
> CC(C)Oc1ccc(N2C(=O)c3ccccc3C2=O)cc1
→ 2 | -0.5 | 7 | -0.1 | -8 | -26 | -2 | 3.2 | -6 | -1 | 0.8
> Cc1ccc(C)c(SCc2noc(C(=O)NC(C)C)c2C(=O)O)c1
→ 3 | -0.3 | -3 | -0.9 | -9 | 1 | -3 | 1.0 | 5 | 0 | 0.2
> N#Cc1c(-c2ccccc2)[nH]c(=S)[nH]c1=O
→ -10 | -2.1 | -3 | -0.1 | 2 | -15 | 8 | 2.5 | -1 | 5 | -1.5
> COc1ccc(OC)c(/C=N/Nc2nc(C)cc(=O)[nH]2)c1
→ 4 | -4.2 | -6 | -0.4 | -14 | -17 | 4 | 0.5 | -2 | 5 | -1.8
> O=S(=O)(N/N=C1/CCCc2ccccc21)c1ccc(Br)cc1
→ 47 | -0.6 | -5 | -4.5 | 7 | 8 | -5 | 4.8 | -5 | 3 | 2.2
> CCOC(=O)C(=Nc1ccc(Cl)cc1)NO
→ -5 | 3.2 | -4 | 0.8 | -13 | -1 | -7 | 3.1 | 3 | 0 | 3.3
> COc1cccc(NC(=O)N2CCCC2C(=O)NCc2ccc(Cl)cc2)c1 (stereo not drawn)
→ 10 | -0.2 | -9 | -3.0 | -4 | -14 | -6 | -0.1 | 1 | 5 | -1.1
> Cc1nn(-c2ccccc2)c(C)c1/C=C/C(=O)OCC(=O)N(C)C1CCS(=O)(=O)C1 (stereo not drawn)
→ 162 | 0.1 | -10 | 1.0 | -2 | -8 | -5 | -0.8 | -3 | 3 | -0.2
> CCN(C(=O)CSc1ccc2ccccc2n1)C1CCCCC1
→ 20 | -1.3 | -7 | 1.1 | 19 | -2 | 1 | 1.9 | -6 | 1 | 0.6
> O=C(NNC(=S)Nc1ccccc1Cl)c1ccncc1
→ 4 | 0.7 | 11 | -0.3 | 1 | 21 | 2 | -0.7 | 4 | 0 | 1.2
> COc1ccccc1C(=O)NC(C(=O)NCCc1nc2ccccc2[nH]1)=C(C)C
→ -8 | 0.3 | 2 | 1.0 | 4 | -15 | -5 | -0.9 | 1 | -3 | 1.2
> COc1ccc(-c2nc(CSCC(=O)N3CCC(C(N)=O)CC3)c(C)o2)cc1OC
→ -11 | -0.2 | -6 | 0.4 | -3 | -2 | 1 | 3.3 | 2 | 1 | 2.3
> O=C(Cc1cccs1)Nc1ccc([N+](=O)[O-])cc1
→ -16 | -0.7 | -14 | 0.6 | 0 | -5 | -13 | -0.2 | -1 | 0 | 5.0
> c1ccc(-c2csc(NC3CCCCC3)n2)cc1
→ 923* | -1.5 | -4 | 1.9 | 7 | -6 | 3 | -0.5 | -3 | 3 | 2.5
> Cc1cccc(NC(=O)c2ccc3c(=O)n(CC4CCCO4)c(=S)[nH]c3c2)c1 (stereo not drawn)
→ -21 | -0.6 | 2 | -0.1 | 5 | 2 | -1 | -0.3 | 0 | 3 | 4.8
> COc1ccc(OCc2cc(C(=O)N3CCCC(CO)C3)no2)c2ccccc12 (stereo not drawn)
→ -20 | -0.6 | 11 | -1.3 | 2 | -10 | -9 | 1.9 | 2 | 3 | 0.9
> C=CCOc1ccc(/C=C2\SC(=S)N(NS(=O)(=O)c3ccc(C)cc3)C2=O)cc1
→ -5 | -2.9 | 0 | 2.4 | 2 | 2 | -3 | -7.1 | 29 | -1 | -1.1
> CCCC(c1nnnn1CS(=O)(=O)c1ccc(C)cc1)N1CCN(c2ccc(F)cc2)CC1 (stereo not drawn)
→ -6 | -1.9 | 4 | -2.1 | -3 | -12 | -8 | 1.6 | -6 | 3 | 1.8
> Cc1cccc(CS(=O)(=O)c2ncc(Cl)c(C(=O)NCc3ccc4c(c3)OCO4)n2)c1
→ 26 | 0.4 | 2 | -2.5 | -10 | 18 | -9 | 1.0 | 3 | -3 | 1.9

Source: PubChem (several laboratories)
